High-throughput results: PubChem BioAssay, National Center for Advancing Translational Sciences (NCATS)
HepG2 viability: kills HepG2 cells in TGF-b inhibitor counter-screen; HepG2 CAGA-GFP viability, ATP luminescence, 18 h; Potency, µM (titrated, usually from 46.1 µM), without a hit: top-dose activity change, negative = cytotoxicity, actives largely listed as cytotoxic; 410,000 compounds, 0.76% hits; further: potency means the concentration at half of the fitted maximal effect; some results filed as inactive show a strong effect at the top dose
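CellTiter-Glo luminescence gave cytotoxicity after 18 hours at 37 degrees C. The cells were HepG2 CAGA-GFP in 1% FBS DMEM, stimulated with 500 pg/mL TGF-beta after compound addition. %Activity was normalised to no-cell wells (complete cell-killing) and DMSO (no toxicity), and curves were fitted and classified.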
Abeta rescue: restores growth of yeast expressing A-beta42 peptide | yeast expressing A-beta42, growth rescue, OD600, 48 h; response scale: 0% DMSO, 100% iron-clioquinol control | Potency, µM (series often up to 46.1 µM), for the others: at the top dose growth rescue, usual class: activators | 410,000 compounds, 0.063% hits | AID 1347071; further: potency means the concentration at half of the fitted maximal effect; nearly all actives have a fitted effect of over 55% in size
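Growth rescue measured by 600 nm absorbance after 48 h yeast culture at 30 C with compound. Values normalized between DMSO and an equimolar ferric chloride plus clioquinol control.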
A549 tox: kills or reduces viability of A549 cells in Nrf2 counter-screen. AID 504648. Potency, µM (titrated, usually from 46 µM), for the others: at the top dose activity change, negative = cytotoxicity, hits mostly inhibitors. A549 ARE-Fluc cells, CellTiter-Fluor viability, 18-24 h. 390,000 compounds, 0.16% hits; further: potency means the concentration at half of the fitted maximal effect; on the % scale 0 is the no-effect control and ±100 the full control effect
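Cytotoxicity counterscreen: CellTiter-Fluor fluorescence was measured in A549 ARE_Fluc cells after 18-24 h of compound exposure in a concentration series. The subsequent BugLite luminescent read reports ARE-luciferase activity.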
CCT chaperon mod: modulators of cytosolic chaperonin (CCT/TRiC) activity | purified chaperonin ATPase assay, HTRF ADP detection, 30 min | 360,000 compounds, 0.3% hits | AID 651819 | activity change, % (test concentration not listed), hits read low; in the data active means activity change below about -30%; further: on the % scale 0 is the no-effect control and ±100 the full control effect
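First, chaperonin was dispensed at 40 nM or 20 nM final depending on batch activity. Next, compounds were pinned at 76 uM and ATP added at 10 uM. After 30 min at 37 °C, ADP detection reagents ran 30 min at ambient temperature.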
Mm-Cpn inhibitor: inhibitors of Methanococcus maripaludis chaperonin (MmCpn). 330,000 compounds, 0.031% hits. purified Mm-Cpn ATPase, ADP Transcreener TR-FRET. AID 504842. Potency, µM (titrated, usually from 76.9 µM), for inactives: top-dose activity, negative = inhibition, most hits filed as inhibitors; further: potency means the concentration at half of the fitted maximal effect; on the % scale 0 is the no-effect control and ±100 the full control effect; nearly all actives have a fitted effect of over 80% in size
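Purified archaeal chaperonin (25 nM final) was preincubated with compound for 10 min at 37°C, then ATP (10 uM final) was added for 30 min at 37°C in Tris pH 7.4/KCl/MgCl2/DTT buffer. ADP was quantified by HTRF Transcreener TR-FRET.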
TGFb inhibitor: blocks TGF-b signaling; HepG2 CAGA-GFP TGF-b/SMAD3 reporter, GFP fluorescence, 18 h; TGF-beta stimulated, 500 pg/mL final; Potency, µM (highest dose often 46.1 µM), for inactives: at the highest dose activity, negative = inhibition, usual class: inhibitors; 410,000 compounds, 1.2% hits; further: potency means the concentration at half of the fitted maximal effect; on the % scale 0 is the no-effect control and ±100 the full control effect; nearly all actives have a fitted effect of over 65% in size
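HEPG2 CAGA-GFP reporter cells (1000/well, DMEM with 1% FBS) received compounds, then recombinant TGF-beta at 500 pg/mL final for 18 hours at 37 degrees C. Per-cell GFP summed per well was normalised to unstimulated and stimulated DMSO controls before curve fitting.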
Akt phos inh: inhibitors of Akt phosphorylation; Neuro2A IGF-stimulated pAkt S473 HTRF, 20 min; hits give low values; activity change, % for hits at 50 µM; 360,000 compounds, 0.32% hits; in the data active means activity change below about -80%; inconclusive means mostly about -51% to -80%; further: on the % scale 0 is the no-effect control and ±100 the full control effect
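Neuro2A cells (4,500/well, DMEM with 0.5% FBS) were treated with compound at a single 50 µM final concentration, stimulated with 6 nM IGF for 20 min at 37 °C, and lysed. Phospho-Akt Ser473 was read by HTRF as 665/615 ratio ×10^4.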
Nrf2 inh: Nrf2 pathway inhibition | A549 ARE-Fluc reporter, luciferase luminescence, 18-24 h | Potency, µM (highest dose often 46 µM), without a hit: at the top dose activity change, negative = inhibition, actives largely listed as inhibitors | 360,000 compounds, 2.1% hits | AID 504444; further: potency means the concentration at half of the fitted maximal effect; on the % scale 0 is the no-effect control and ±100 the full control effect; nearly all actives have a fitted effect of over 60% in size
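Reporter: ARE-Fluc in A549. Exposure: 18-24 h, 37 °C, 5% CO2, 5% FBS OPTI-MEM. Readouts: fluorescent cytotoxicity (CellTiter-Fluor), then luminescent Nrf2 signal after BugLite.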
Nrf2 activator: Nrf2 pathway activation. AREc32 ARE-luciferase reporter (MCF7-derived line), luminescence, 24 h. Potency, µM (doses to about 46.1 µM), for the others: top-dose activation, hits mostly activators. 410,000 compounds, 0.31% hits. AID 624171; further: potency means the concentration at half of the fitted maximal effect; % of control where 0% means no effect; nearly all actives have a fitted effect of over 65% in size
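ARE activation measured as luciferase luminescence (Steady-Glo, 30 min RT) in AREc32_Fluc cells after 24 hr compound exposure at 37 deg C, 5% CO2; cells seeded overnight at 1000/well in OPTI-MEM, 5% FBS.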
Starred values were filed as active, the others as inactive; i = inactive; ? = inconclusive; · = not tested or not shown; & = joins results of further samples; [ ] = dose if it differs, or a comment. Unless noted, the call rests on the fitted dose curve; in most records, active means well fitted curve in the direction sought with a large enough effect; inconclusive means small, poorly fitted or top-dose-only effect, or another doubt; inactive means no such curve, though single readings can be large; an effect the other way counts as inactive or inconclusive.

smiles	A549 tox	CCT chaperon mod	HepG2 viability	TGFb inhibitor	Nrf2 activator	Mm-Cpn inhibitor	Nrf2 inh	Akt phos inh	Abeta rescue
CC(C)Cc1nnc(NC(=O)CCNC(=O)c2ccccc2Cl)s1	1%	-0.8	4%	3%	0.4%	0%	-1%	i	2%
O=C(c1ccccc1F)N1CCN=C1c1ccccc1	0%	-12	-1%	-9%	0.0%	-1%	2%	i	-12%
Cc1cc(=O)c2c([nH]1)c(C)cc1[nH]c(C)c(C)c12	5%	0.9	-1%	36%[activator]	-0.5%	-12%	-11%	i	-14%
Cn1c(=N)n(CC(O)c2ccccc2)c2ccccc21 (stereo not given)	-4%	-11	0%	-1%	3.6%	-5%	6%	i	2%
COc1cccc(CN(C)C(=O)c2cc(S(=O)(=O)NC3CCCCC3)ccc2C)c1	-5%	2.2	1%	-10%	0.5%	-2%	?	i	35%
CC1CC(C)CN(C(=O)CN2C(=O)NC(c3ccccc3)(c3ccccc3)C2=O)C1 (stereo not given)	0%	0.2	4%	3%	0.4%	1%	-2%	i	-4%
CC1=C(C(=O)N(C(C)C)C(C)C)CC(CC(=O)NCc2cccc3ccccc23)C(=O)N1CCCN1CCCC1=O (stereo not given)	·	-0.5	-6%	-3%	-0.9%	·	·	i	-13%
COc1cc(O)c(C(CC(=O)N2CCCC2)c2cc(OC)c(OC)c(OC)c2)c(OC)c1 (stereo not given)	-4%&0%	-1.0	19%&-17%	31%[activator]	-0.6%	2%	-10%&7%	i	-18%
O=S(=O)(CCOc1ccccc1)c1nc2ccccc2[nH]1	-10%	-1.0	-33%	16µM*	3.9%	-3%	2%	i	6%
CCc1cccc(CC)c1NC(=O)CCS(=O)(=O)c1ccc2c(c1)CCN2C(C)=O	1%	·	4%	?	2.6%	·	12%	·	-2%
CC1CCN(C(=O)c2[nH]cnc2C(=O)N[C@@H](Cc2ccccc2)C(=O)OC(C)(C)C)CC1	4%	-5.3	1%	-3%	-0.2%	-1%	7%	i	4%
COc1cccc(CN2CCC(C)(Oc3cccc(Cl)c3)C2)c1OC (stereo not given)	·	-0.5	-26%	-3%	-0.6%[9.22 µM]	·	·	i	0%
COc1cccc(NC(=O)CSc2nc3ccccc3c(=O)n2C)c1	-10%	-3.0	-20%	-1%	3.2%	1%	15µM*	i	-21%
COc1ccc(NC(C)=O)cc1NC(C)C(=O)Nc1ccc(S(=O)(=O)N2CCCCC2)cc1 (stereo not given)	0%	-2.3	0%	-4%	-0.1%	-3%	0%	i	-6%
O=C(COC(=O)c1ccc2ccccc2n1)Nc1ncc(C(F)(F)F)cc1Cl	8%	1.6	1%	-6%	-0.4%	-6%	5%	i	18%
CNc1nc(Oc2ccccc2C(=O)OC)nc(SC)n1	-10%	-3.4	3%	-2%	0.1%	1%	6%	i	-1%
COC(=O)CSc1nnc(-c2sc3ccccc3c2Cl)o1	-16%	0.5	-14%	1%	-2.4%	-2%	16µM*	i	8%
O=C(Nc1ccccc1C(=O)NCCN1CCOCC1)c1ccc(Cl)cc1Cl	1%	-3.4	-13%	5%	0.3%	-11%	1%	i	-8%
COc1ccc(C(CC(=O)NCc2ccc(Cl)cc2)N2Cc3ccccc3C2=O)cc1OC (stereo not given)	-5%	·	1%	-12%	-0.2%	·	?	·	-8%
CC(C)c1ccc(/C=C2\SC(=O)N(CC(=O)NC3C=CS(=O)(=O)C3)C2=O)cc1 (stereo not given)	-1%	-2.5	-1%	22%	?	?	1%	·	-19%
Cc1ccc(NC(=O)c2cc(S(=O)(=O)N3CCCC(C)C3)cn2C)c(Br)c1 (stereo not given)	7%	·	-24%	-5%	0.1%	·	·	·	-9%
C=CCn1c(N)c(C(=O)NCc2cccnc2)sc1=S	4%	0.1	-28%	16%	0.0%	0%	-6%	i	-2%
Clc1ccc(C=NN2CCCCCC2)c(Cl)c1	-6%	-3.7	-14%	14%	-0.2%	·	?	i	-4%
COc1ccc(CN(C(=O)/C=C/c2ccco2)C2CCS(=O)(=O)C2)cc1OC (stereo not given)	-3%	-1.1	-6%	1%	2.0%	2%	-17%	i	17%
COCCn1c(=S)[nH]c2cc(C(=O)NC3CCCCC3C)ccc2c1=O (stereo not given)	·	-0.6	-12%	-12%	-1.3%	·	·	i	-3%
O=C(COC(=O)c1cccs1)Nc1cccc(S(=O)(=O)N2CCCCC2)c1	2%	-0.9	10%	34%	2.0%	2%	3%	i	26%
Cc1cccc(C(=O)N2CCCC(N3CCN(c4ccc(F)cc4)CC3)C2)n1 (stereo not given)	1%	1.6	13%	5%	0.4%	1%	2%	i	-17%
CCn1cc([N+](=O)[O-])c(C(=O)NCc2ccc3c(c2)OCO3)n1	-13%	-1.4	-6%	12%	-0.5%	0%	-21%	i	-6%
COCCCNC(=O)c1ccc(-n2nc(C(F)(F)F)cc2-c2cccs2)cc1	-12%	-1.9	-18%	-17%	-0.4%	1%	-46%	i	8%
Cc1ccc(C(=O)COC(=O)CCS(=O)(=O)c2ccccc2)cc1[N+](=O)[O-]	6%	-1.6	-16%	-9%	2.9%	1%	1%	i	5%

The closing two compounds of the section above lead into the next:
smiles	A549 tox	CCT chaperon mod	HepG2 viability	TGFb inhibitor	Nrf2 activator	Mm-Cpn inhibitor	Nrf2 inh	Akt phos inh	Abeta rescue
COCCCNC(=O)c1ccc(-n2nc(C(F)(F)F)cc2-c2cccs2)cc1	-12%	-1.9	-18%	-17%	-0.4%	1%	-46%	i	8%
Cc1ccc(C(=O)COC(=O)CCS(=O)(=O)c2ccccc2)cc1[N+](=O)[O-]	6%	-1.6	-16%	-9%	2.9%	1%	1%	i	5%
O=C(NS(=O)(=O)c1ccc2ccc(S(=O)(=O)NCCSc3ccccc3)cc2c1)c1cccc2ccccc12	·	1.9	·	·	-1.2%	·	·	i	-7%
Cc1ccccc1C1C(C#N)=C(N)N(N(C)C)C2=C1C(=O)CC(C)(C)C2 (stereo not given)	1%	-1.0	6%	-7%	0.3%	0%	-4%	i	-12%
COc1ccc(C(=O)NC(CC(C)C)C(=O)O)cc1OC (stereo not given)	0%	0.2	-8%	1%	0.4%	-23%	4%	i	3%
O=C(NC(=S)Nc1cccc(O)c1)C1CCCCC1	14%	-3.4	-6%	?	5.3%	2%	5%	i	-13%
Cc1cccc(OCC(=O)NCC(C)(C)N2CCOCC2)c1	3%	1.3	-26%	14%	-0.5%	2%	10%	i	-18%
CC(C)(C)NC(=O)C(c1ccsc1)N(CCc1ccccc1)C(=O)Cn1nnc2ccccc21 (stereo not given)	1%	-6.1	2%	-23%	-0.4%	1%	11%	i	-12%
Cc1ccc(C2=NOC(C)(c3nnc(-c4ccncc4)o3)C2)cc1 (stereo not given)	2%	2.1	-28%	-20%	-1.1%	·	3%	i	1%
c1ccc(-c2cn3nc(-c4ccccc4)cnc3n2)cc1	16%	-0.8	-2%	7%	3.4%[9.22 µM]	2%	?	i	5%
Cc1nnc(SCC(=O)Nc2ccc(N3CCOCC3)cc2)o1	0%	-2.8	-5%	-2%	0.1%	1%	?	i	-1%
O=C(c1ccccc1[N+](=O)[O-])n1cnc2ccccc21	0%	1.9	3%	0%	2.0%	2%	7%	i	36%
COCCN(Cc1nc(C2(c3ccc(C)cc3)CCCC2)no1)C(C)C	3%	1.5	8%	-1%	-0.7%	1%	-30%	i	26%
Fc1ccc(-c2nc3c4ccccc4ccn3c2Cc2ccccc2)cc1	·	-1.5	-35%	-1%	3.7%	·	·	i	4%
CC1(C)CC(=O)c2cc(C(=O)NNc3ccccc3)c(=O)n(-c3ccccc3)c2C1	0%	0.7	2%	?	0.4%	-1%	4%	i	1%
O=C1CC(c2cccc([N+](=O)[O-])c2)c2cc3c(cc2N1)CCC3 (stereo not given)	?	1.6	-6%	?	0.4%	7%	15µM*	i	-23%
O=C(CN1CCCCC1)NCC1(c2ccccc2)CCCC1	-6%	-0.1	-10%	-20%	1.1%	0%	-1%	i	-6%
Cc1ccc(Oc2cc(N3CCOCC3)nc(-c3ccccc3)n2)cc1	-2%	-1.2	-25%	4%	-0.4%	-2%	-5%	i	-1%
COc1cccc(NC(=O)Cc2ccc3ccccc3c2)c1	13%	-2.0	-6%	-8%	3.5%	3%	-23%	i	27%
CCOc1ccc(Cl)cc1S(=O)(=O)n1nnc2ccccc21	-8%	2.0	7%	?	0.2%	-2%	9%	i	3%
COC(=O)c1ccc(COc2ccccc2/C=N/NC(N)=O)o1	1%	-0.4	-17%	-17%	1.6%	0%	-3%	i	-5%
